# Bioassay records as filed in PubChem.
# TNAP inh hiacc: blocks human TNAP under high phosphate acceptor concentration. purified TNAP, CDP-star luminescence, 1 M DEA. inhibition, % at 20 µM. actives 0.03% (n = 200,000). AID 1135;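 active means over 50% inhibition of tissue-nonspecific alkaline phosphatase at 20 µM in the single-dose screen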;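 further: plate controls were DMSO wells for no effect and EDTA-quenched wells as full inhibition for full effect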
# Target sequence (P05186 whole entry, looked up): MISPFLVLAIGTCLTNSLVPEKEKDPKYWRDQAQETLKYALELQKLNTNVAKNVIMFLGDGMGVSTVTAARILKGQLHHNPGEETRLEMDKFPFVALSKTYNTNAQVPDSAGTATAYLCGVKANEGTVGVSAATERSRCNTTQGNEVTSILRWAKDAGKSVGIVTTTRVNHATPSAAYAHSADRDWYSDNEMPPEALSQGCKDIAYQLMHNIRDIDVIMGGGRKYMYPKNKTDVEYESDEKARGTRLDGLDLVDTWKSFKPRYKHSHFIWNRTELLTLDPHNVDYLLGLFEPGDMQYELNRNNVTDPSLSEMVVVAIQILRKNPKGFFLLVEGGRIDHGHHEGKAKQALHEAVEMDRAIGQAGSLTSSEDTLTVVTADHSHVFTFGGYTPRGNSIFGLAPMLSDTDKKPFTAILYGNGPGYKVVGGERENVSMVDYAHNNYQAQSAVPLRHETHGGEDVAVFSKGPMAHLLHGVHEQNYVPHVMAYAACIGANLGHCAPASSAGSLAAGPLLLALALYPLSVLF
# APP 5'UTR act: APP 5'UTR luciferase reporter activation. SH-SY5Y APP 5'UTR luciferase reporter, luminescence; zero percent = DMSO vehicle wells. activation, % at 2 µM. actives 1% (n = 190,000);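 active means activation above a set limit, based on mean plus 3 SD of controls, cut at about 140% in these data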; further: values of inactives mirror those of a sister screen read the other way
# NF-kB neuron act: raises NF-kB expression in human neuronal cells; NF-kB reporter expression; active compounds read high; fold change at 12.5 µM; actives 1.6% (n = 190,000); in the data active means fold change above about 3.3
# bIAP activator: intestinal alkaline phosphatase (bovine) activation; purified bovine IAP, CDP-star luminescence, 30 min; active compounds read high; fold of DMSO-control signal, blank-subtracted; activation factor at 20 µM; actives 0.17% (n = 200,000); AID 1016;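 active means activation factor of 2 or more at 20 µM, a signal rise over negative controls twice the positive control's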
# TNAP act hiacc: increases human TNAP activity under high phosphate acceptor concentration. AID 1136. 200,000 tested, under 10 active. activation factor at 20 µM. purified TNAP, CDP-star luminescence, 1 M DEA, 30 min; active compounds read high; 0 = EDTA background, 1 = DMSO-only activity. P05186;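 active means activation factor at least 2 at 20 µM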
#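 Dosing: 20 µM single point. System: human TNAP. Amount: TNAP 1/800 final. Incubation: 30 min, room temperature. Read-out: TNAP activation factor scaled between EDTA and DMSO control wells. Signal: luminescence from CDP-star hydrolysis. Medium: 1 M DEA, pH 9.8, Mg2+, Zn2+. Control set: EDTA negative control, DMSO positive control.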
# PMI act hi M6P: activators of human phosphomannose isomerase at near-saturating mannose 6-phosphate. activation factor at 20 µM. P34949. actives 0.34% (n = 190,000). coupled PMI enzyme assay, resazurin fluorescence, 20 min; active compounds read high; 1 = untreated enzyme, 0 = substrate-free blank;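 active means activation factor of 2 or more at 20 µM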
# Target sequence (P34949 whole entry, looked up): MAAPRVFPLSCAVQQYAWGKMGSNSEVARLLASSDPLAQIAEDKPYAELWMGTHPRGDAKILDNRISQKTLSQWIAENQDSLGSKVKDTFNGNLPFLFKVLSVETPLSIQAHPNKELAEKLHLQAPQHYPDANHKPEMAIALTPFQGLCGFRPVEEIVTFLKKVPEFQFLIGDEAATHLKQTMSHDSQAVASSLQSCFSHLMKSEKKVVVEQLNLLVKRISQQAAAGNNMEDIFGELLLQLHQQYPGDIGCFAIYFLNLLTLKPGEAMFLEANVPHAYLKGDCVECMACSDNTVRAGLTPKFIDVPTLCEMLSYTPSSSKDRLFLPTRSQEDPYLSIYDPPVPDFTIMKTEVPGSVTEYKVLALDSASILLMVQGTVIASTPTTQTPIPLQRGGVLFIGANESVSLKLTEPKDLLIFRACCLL
#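 Test system: human PMI in coupled enzyme assay; Input: PMI at 15 ng/mL final; Medium: HEPES buffer, pH 7.4; Schedule: 20 min incubation at room temperature; Technique: resorufin fluorescence at Ex 544/Em 590 nm; Compound: 20 µM single dose; Probe or stimulus: Near-saturating mannose-6-phosphate, 1.0 mM.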
# TNAP inh no acc: inhibitors of human TNAP without phosphate acceptor; purified TNAP, CDP-star luminescence, 30 min; inhibition, % at 20 µM; actives 0.26% (n = 200,000); P05186; AID 1012;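 active means tissue-nonspecific alkaline phosphatase inhibition above about 50% at 20 µM in the single-dose screen, limit read from the data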;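 further: 0% = DMSO negative control and 100% = EDTA positive control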
# FLuc act counter: firefly luciferase counter-screen for stimulation assays; 200,000 tested, under 10 active; ATPlite luciferase biochemical, luminescence, 10 min; 0 = ATP-free wells, 1 = DMSO control; activation factor at 10 µM; P08659;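 active means luciferase activation factor, scaled between plate controls, of at least 2 with compound at 10 µM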
#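 Assay system: Luciferase/luciferin detection reagent, cell-free biochemical luciferase assay / Read-out: luciferase activation / Benchmarks: No-ATP low control, compound-free enzyme-plus-ATP high control / Medium: PBS buffer for ATP / Detection: luminescence measurement of luciferase light output / Schedule: 10 min at ambient temperature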
# FLuc inhib CS: counter-screen for luciferase assay inhibitors: firefly luciferase inhibition; P08659; ATPLite firefly luciferase biochemical luminescence, 10 min; inhibition, % at 10 µM; actives 1.5% (n = 200,000);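 active means inhibition above about 50% when tested at 10 µM, limit read from the data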
# PMI act: phosphomannose isomerase (human) activation; purified human PMI, coupled resazurin fluorescence, 20 min; active compounds read high; 1 = vehicle control, 0 substrate-free wells; P34949; actives 0.005% (n = 190,000); activation factor at 20 µM;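 active means activation factor of 2 or more at 20 µM, relative to plate controls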
# An asterisk follows results filed as active.
SMILES,TNAP inh hiacc,APP 5'UTR act,NF-kB neuron act,bIAP activator,TNAP act hiacc,PMI act hi M6P,TNAP inh no acc,FLuc act counter,FLuc inhib CS,PMI act
Cc1nnc(NC(=O)Cn2cnc3c2c(=O)n(C)c(=O)n3C)s1,0,-13,1.2,1,1,1,-6,1,-4,1
Oc1ccccc1C1=NCCNC(C(F)(F)F)=C1,0,14,0.85,1,1,1,-2,1.1,-7,1
CC(C)CC(NC(=O)C(CC(C)C)NC(=O)OC(C)(C)C)C(N)=O (configuration not stated),-4,-10,1,1,1,1.1,-8,1,-2,1.1
COCCCNCCCCOc1ccc(Br)cc1C,-8,8,1.1,0.9,1.1,1.1,-10,1.1,-7,1.1
CCOC(=O)Cc1c(C)nc(-c2ccccc2)[nH]c1=O,-4,9,1.2,1,1,1.1,-12,1,-3,1.1
CCc1cc(OCCOCCN(C)C)ccc1Cl,-4,5,1.1,0.5,1,1.1,-11,1,-2,1
COc1ccc(C(CC(=O)c2ccc(O)cc2)S(=O)(=O)c2ccc(C)cc2)cc1 (configuration not stated),1,62,2.8,0.8,1,1,-5,0.8,24,0.9
COc1cc(NC(=O)c2ccc(Br)o2)ccc1NC(=O)C(C)C,-6,16,1.2,0.9,1.1,1,-10,1.2,-16,0.9
CCOc1ccc(/C(O)=C2/C(=O)C(=O)N(CCCn3ccnc3)C2c2cccs2)cc1Cl (configuration not stated),-5,14,1.6,1.2,1,1,4,1.1,-8,1
O=C(Nc1nnc(C2CCCCC2)s1)c1cccs1,-4,31,2.4,1,1,0.9,-12,0.9,12,0.9
CN(CC(=O)N1CCCC1)S(=O)(=O)c1cc(Cl)ccc1Cl,-7,-7,0.91,1,1.1,0.8,-2,1,-1,0.8
O=C(N1CCNCC1)N1CCOCC1,-2,0,1.1,0.9,1,0.9,-18,1,-4,0.9
CN(C)c1cccc2c1C(=O)c1ccccc1C2=O,22,-3,1.2,1,0.8,0.4,19,0.9,10,0.8
COc1ccc(-c2csc(NC(=O)c3ccccc3S(C)(=O)=O)n2)cc1,-1,22,1.1,1,1,1,-11,1.1,-9,1
COc1ccc(S(=O)(=O)N(C)C)cc1NC(C)C(=O)Nc1cccc(C#N)c1 (configuration not stated),0,11,0.96,1.1,1,0.9,-15,1,1,0.9
O=C(NCc1ccco1)c1cccc(C(F)(F)F)c1,-3,2,1,1,1,0.9,-6,1.1,-10,1
CCc1ccc(N2CC(C(=O)Nc3cc(C)on3)CC2=O)cc1 (configuration not stated),-1,5,1,0.9,1,1,-5,1.1,-6,0.9
Cc1ccc(NC(=S)NNC(=O)CSc2nc3ccccc3c(=O)n2-c2ccc(C)cc2)cc1,2,13,0.63,1,1,1,-75,1,-4,0.9
O=S(=O)(c1cccc2cccnc12)N1CCN(Cc2ccc3c(c2)OCO3)CC1,-8,-16,1,0.9,1.1,0.8,-10,1.1,-6,0.9
Cc1cc(C)c(C)c(S(=O)(=O)NC2CCN(Cc3ccccc3)CC2)c1C,-4,-5,1.1,1.1,1,1,-11,1.1,-8,1
COCC(C)N=CC1=C(O)CC(C)(C)CC1=O (configuration not stated),-6,-13,0.9,0.9,1.1,1,3,1.1,-9,1
CS(=O)(=O)N(CCc1ccccc1)CC(=O)NCc1ccccc1,-2,19,1.1,1.1,1,0.9,-14,1,-4,1
Cn1c(SCC(=O)NCc2ccc3c(c2)OCO3)nc2scc(-c3cccs3)c2c1=O,-5,1,1,0.9,1,1,-12,1.1,-9,1
CCOC(=O)N1CCN(Cc2nc(N)nc(Nc3ccc(C)cc3)n2)CC1,-3,8,0.96,1,1,1.1,-8,1.1,-8,1
Cn1cc(C(=O)NC2CCCCCC2)c(=O)c2cc(S(=O)(=O)N3CCCC3)ccc21,-4,10,1.1,1,1,1,-14,1,-1,1
N#Cc1ccccc1NC(=O)C1CC(=O)N(c2ccc3c4c(cccc24)CC3)C1 (configuration not stated),0,12,0.8,1.1,1,1,21,1.1,-6,0.9
CSc1nc(-c2ccccc2)nc(N2CCN(C)CC2)c1C(C)=O,-1,-13,0.85,1,1,0.9,-5,1.1,-9,1.1
O=C(CSc1ccccc1Cl)c1ccco1,-3,4,1.3,0.8,1,0.9,-7,1,-3,1
N/C(=N/OCc1cccc([N+](=O)[O-])c1)c1nonc1N,-3,17,1.2,0.9,1,1.1,-6,1,-4,1.1
CCO[C@@H]1OC(C(=O)NCc2ccccc2)=C[C@H](c2ccccc2)[C@H]1CCCO,-5,-15,1,1,1.1,0.9,-2,1,0,0.9

# Four entries from above, ordered by SMILES length, rising.
SMILES,TNAP inh hiacc,APP 5'UTR act,NF-kB neuron act,bIAP activator,TNAP act hiacc,PMI act hi M6P,TNAP inh no acc,FLuc act counter,FLuc inhib CS,PMI act
O=C(N1CCNCC1)N1CCOCC1,-2,0,1.1,0.9,1,0.9,-18,1,-4,0.9
CS(=O)(=O)N(CCc1ccccc1)CC(=O)NCc1ccccc1,-2,19,1.1,1.1,1,0.9,-14,1,-4,1
COc1ccc(-c2csc(NC(=O)c3ccccc3S(C)(=O)=O)n2)cc1,-1,22,1.1,1,1,1,-11,1.1,-9,1
O=S(=O)(c1cccc2cccnc12)N1CCN(Cc2ccc3c(c2)OCO3)CC1,-8,-16,1,0.9,1.1,0.8,-10,1.1,-6,0.9

# Further structures follow.
SMILES,TNAP inh hiacc,APP 5'UTR act,NF-kB neuron act,bIAP activator,TNAP act hiacc,PMI act hi M6P,TNAP inh no acc,FLuc act counter,FLuc inhib CS,PMI act
CC1(C)S/C(=N/N=C/c2ccco2)NC1=O,-2,5,1.1,1.4,1,0.9,-20,1,-2,0.9
Cn1c(CN2CCCC2)nc2cc(NC(=O)Nc3ccccc3)ccc21,1,10,1.9,2.3*,1,1,-10,1,3,1
COC(=O)CSC1=C(C#N)C(c2cccc(OC)c2)CC(=O)N1 (configuration not stated),-7,2,1.1,0.9,1.1,0.7,-20,1,-1,1
Cc1ccc(S(=O)(=O)NCCN2CCOCC2)c(C)c1C,-7,-20,1.2,1,1.1,1,-12,1.1,-5,0.9
COc1ccc(C(=O)CSc2nnc(COc3ccccc3)n2Cc2ccco2)cc1,-2,7,1.6,1.1,1,1,-3,1,-2,1
COc1ccc2[nH]c(C)c(C(=O)CN3CC(C)OC(C)C3)c2c1 (configuration not stated),-1,24,1.1,1,1,1.1,-7,1,-4,0.9
O=C(CCN1C(=O)C2C3C=CC(C3)C2C1=O)Nc1ccccc1 (configuration not stated),-4,4,1.3,1.1,1,1.1,-8,1,-4,1
CCOC(=O)CSc1n[nH]c(NS(=O)(=O)c2ccccc2C(F)(F)F)n1,-2,-1,0.77,0.9,1,1.1,3,1.1,-9,1
CS/C(=N\S(=O)(=O)c1cccs1)Nc1ccc(Br)cc1F,0,-21,1.1,1,1,0.9,-1,1,-3,1.1
O=C(CCC(=O)OCc1ccc(C(=O)Oc2ccc(Cl)cc2)cc1)Nc1ccccc1,4,-9,1.3,0.7,1,0.9,6,1,-2,0.8

# Two of the compounds above, field by field.
COc1ccc(C(=O)CSc2nnc(COc3ccccc3)n2Cc2ccco2)cc1
  TNAP inh hiacc: -2 | APP 5'UTR act: 7 | NF-kB neuron act: 1.6 | bIAP activator: 1.1 | TNAP act hiacc: 1 | PMI act hi M6P: 1 | TNAP inh no acc: -3 | FLuc act counter: 1 | FLuc inhib CS: -2 | PMI act: 1
COc1ccc2[nH]c(C)c(C(=O)CN3CC(C)OC(C)C3)c2c1 (configuration not stated)
  TNAP inh hiacc: -1 | APP 5'UTR act: 24 | NF-kB neuron act: 1.1 | bIAP activator: 1 | TNAP act hiacc: 1 | PMI act hi M6P: 1.1 | TNAP inh no acc: -7 | FLuc act counter: 1 | FLuc inhib CS: -4 | PMI act: 0.9

# Continuation:
SMILES,TNAP inh hiacc,APP 5'UTR act,NF-kB neuron act,bIAP activator,TNAP act hiacc,PMI act hi M6P,TNAP inh no acc,FLuc act counter,FLuc inhib CS,PMI act
COc1cccc(-c2nn(C)c3sc(C(=O)N4CCOCC4)cc23)c1,-7,7,0.7,1,1.1,1,-14,1,-4,1
COc1cccc(C(=O)N(Cc2ccc(N(C)C)cc2)C2CCS(=O)(=O)C2)c1 (configuration not stated),-2,5,1.1,1,1,1,-11,1,3,1
CC(=O)c1cnc2c(-c3ccc(Cl)cc3)cnn2c1C,-5,7,1.7,1,1,1.1,-11,1,-1,1
CCOC(=O)c1oc2cc(C)cc(O)c2c(=O)c1-c1csc(C)n1,-2,4,1.2,0.9,1,1,-6,1,-4,0.9
O=Cc1ccc(-c2cc(Cl)ccc2Cl)[nH]1,0,-15,1.1,1,1,1,-15,1,-2,1
O=C(COC(=O)c1cnc(Cl)c(Cl)c1)NCc1ccc2c(c1)OCO2,5,-8,1.1,0.7,1,1,-2,1,1,0.9
COC(=O)C(C)Oc1cc(OC(C)C(=O)OC)c2c(C)c(Cl)c(=O)oc2c1 (configuration not stated),2,21,1,1,1,0.9,-2,1,-3,0.9
CN(C)/C=C/C(=O)c1ccc(Br)s1,-2,16,1.5,1.2,1,0.9,-3,1,4,0.9
COc1ccc(S(=O)(=O)N(C)C2CCN(C)CC2)cc1,-4,-4,1.1,0.9,1,0.8,-15,1,-4,0.8
CCCCCCn1nc(C(=O)OCC(=O)c2c(N)n(C)c(=O)n(C)c2=O)c2ccccc2c1=O,0,-1,0.56,1.1,1,0.9,-7,1,2,1
COc1cccc2cc(C(C)N(CCCN3CCOCC3)C(=O)Nc3ccccc3)oc12 (configuration not stated),-4,3,1,1,1,1,-12,1.1,-8,1
CCOc1ccccc1OCC(=O)NNC(=O)Cn1cnc2c1c(=O)n(C)c(=O)n2C,-4,-3,1.2,1.4,1,1,-70,1,-3,1
Cc1ccc(NS(=O)(=O)c2cccc(C(=O)O)c2)cc1S(=O)(=O)N1CCCCC1,1,-4,1,1,1,1.1,-10,1,-4,1
COc1nc(-c2ccccc2)cc(C(F)(F)F)n1,-4,1,1.1,0.9,1,1,-11,1.1,-5,0.9
N#CC1=C(N)SC(C(=O)c2ccccc2)C1c1cccs1 (configuration not stated),0,4,0.97,0.9,1,0.8,-11,1,-5,1
O=C(Cc1ccccc1)NN1C(=O)C2C3C=CC([C@@H]2C1=O)C31CC1 (some centres not stated),2,-13,1.2,1,1,0.9,-11,1,-3,0.9
CCCS(=O)(=O)N1CCN(CCN2C(=O)c3cccc4cccc(c34)C2=O)CC1,8,2,0.94,1,0.9,1,2,1.1,-7,0.9
COc1ccc(OC)c2[nH]c(=O)c(CCNC(=O)C(=O)c3c(C)[nH]c4ccccc34)cc12,-3,2,1.4,1,1,1,-14,1,-3,1

# Two of the compounds above, with each value named:
COc1nc(-c2ccccc2)cc(C(F)(F)F)n1
  TNAP inh hiacc: -4
  APP 5'UTR act: 1
  NF-kB neuron act: 1.1
  bIAP activator: 0.9
  TNAP act hiacc: 1
  PMI act hi M6P: 1
  TNAP inh no acc: -11
  FLuc act counter: 1.1
  FLuc inhib CS: -5
  PMI act: 0.9

N#CC1=C(N)SC(C(=O)c2ccccc2)C1c1cccs1 (configuration not stated)
  TNAP inh hiacc: 0
  APP 5'UTR act: 4
  NF-kB neuron act: 0.97
  bIAP activator: 0.9
  TNAP act hiacc: 1
  PMI act hi M6P: 0.8
  TNAP inh no acc: -11
  FLuc act counter: 1
  FLuc inhib CS: -5
  PMI act: 1

# Outcome played no part in choosing rows; about 3.6% have a hit in one of these screens.
